# H9c2 protect: myocardial damage modulation in H9c2 cells. 360,000 compounds, 0.63% hits. H9c2 cardiomyocytes, H2O2 injury protection, ATPLite, 2 h. AID 588492. protection from H2O2 cell death, % at 20 µM;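 active means compounds giving at least 50% protection of heart cells from peroxide-induced death in the single-dose screen, raw or plate-pattern-corrected value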;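 further: 0% = DMSO wells with peroxide and 100% = DMSO wells without peroxide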
# MC4R ag barr: activates human MC4R beta-arrestin recruitment. P32245. U2OS MC4R beta-arrestin complementation, luminescence; percent of melanotan II response, DMSO zero. activation, % at 8.9 µM. 360,000 compounds, 0.98% hits. AID 540308;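 active means activation above a per-plate cutoff, the mean activation of sample wells on that plate plus 3 SD, cut at about 8% in these data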
# ABCB6 inh 2: blocks the human ABCB6 transporter; Q9NP58; K562-ABCB6 porphyrin accumulation, flow cytometry, 1 h; active compounds read low; fluorescence ratio to DMSO, % at 10 µM; 360,000 compounds, 0.19% hits;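 active means fluorescence ratio to DMSO below 75%, the collection mean minus 3 SD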;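 further: signal is porphyrin accumulated inside mitochondria; 100% equals median channel fluorescence of DMSO control wells; lower ratio means ABCB6 inhibition with less porphyrin fluorescence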
# HTR2A ag: activates the mouse 5-HT2A serotonin receptor; P35363; AID 624169; CHO-K1 mHTR2A beta-arrestin complementation, luminescence; percent of 30 µM serotonin response; 360,000 compounds, 0.66% hits; activation, % at 7.6 µM;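 active means activation above a run cutoff, the mean activation of all tested compounds plus 3 SD, cut at about 14% in these data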;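 further: 0% = plate median of compound wells and 100% = 30 µM serotonin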
# NOD2 RIPK2 PPI: blocks binding of human NOD2 to RIPK2; O43353; 360,000 compounds, 0.38% hits; inhibition, % at 4.98 µM; AID 624267; CHO BLA complementation NOD2-RIPK2, CCF4 ratio; in the data active means inhibition above about 21%;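 further: 0% = vehicle only and 100% = reference blocker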
# TLR9-MyD88 block: inhibitors of human TLR9-MyD88 binding. Q9NR96+Q99836. CHO BLA complementation TLR9-MyD88, CCF4 FRET ratio. inhibition, % at 4.98 µM. 340,000 compounds, 0.21% hits. AID 504734;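 active means inhibition above the mean over all tested compounds plus 3 SD, cut at about 21% in these data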;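 further: 0% = DMSO only wells and 100% = clavulanate BLA inhibitor control wells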
# Target sequence (Q99836 whole entry, looked up): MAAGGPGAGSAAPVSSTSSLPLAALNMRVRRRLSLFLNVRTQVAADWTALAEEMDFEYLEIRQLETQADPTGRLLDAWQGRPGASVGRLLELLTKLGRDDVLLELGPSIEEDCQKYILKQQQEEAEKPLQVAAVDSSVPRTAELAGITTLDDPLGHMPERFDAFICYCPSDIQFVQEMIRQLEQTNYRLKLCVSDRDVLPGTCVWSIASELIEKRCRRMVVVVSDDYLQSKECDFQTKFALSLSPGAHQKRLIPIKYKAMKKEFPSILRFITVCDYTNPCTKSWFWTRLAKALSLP
# Target sequence (Q9NR96 whole entry, looked up): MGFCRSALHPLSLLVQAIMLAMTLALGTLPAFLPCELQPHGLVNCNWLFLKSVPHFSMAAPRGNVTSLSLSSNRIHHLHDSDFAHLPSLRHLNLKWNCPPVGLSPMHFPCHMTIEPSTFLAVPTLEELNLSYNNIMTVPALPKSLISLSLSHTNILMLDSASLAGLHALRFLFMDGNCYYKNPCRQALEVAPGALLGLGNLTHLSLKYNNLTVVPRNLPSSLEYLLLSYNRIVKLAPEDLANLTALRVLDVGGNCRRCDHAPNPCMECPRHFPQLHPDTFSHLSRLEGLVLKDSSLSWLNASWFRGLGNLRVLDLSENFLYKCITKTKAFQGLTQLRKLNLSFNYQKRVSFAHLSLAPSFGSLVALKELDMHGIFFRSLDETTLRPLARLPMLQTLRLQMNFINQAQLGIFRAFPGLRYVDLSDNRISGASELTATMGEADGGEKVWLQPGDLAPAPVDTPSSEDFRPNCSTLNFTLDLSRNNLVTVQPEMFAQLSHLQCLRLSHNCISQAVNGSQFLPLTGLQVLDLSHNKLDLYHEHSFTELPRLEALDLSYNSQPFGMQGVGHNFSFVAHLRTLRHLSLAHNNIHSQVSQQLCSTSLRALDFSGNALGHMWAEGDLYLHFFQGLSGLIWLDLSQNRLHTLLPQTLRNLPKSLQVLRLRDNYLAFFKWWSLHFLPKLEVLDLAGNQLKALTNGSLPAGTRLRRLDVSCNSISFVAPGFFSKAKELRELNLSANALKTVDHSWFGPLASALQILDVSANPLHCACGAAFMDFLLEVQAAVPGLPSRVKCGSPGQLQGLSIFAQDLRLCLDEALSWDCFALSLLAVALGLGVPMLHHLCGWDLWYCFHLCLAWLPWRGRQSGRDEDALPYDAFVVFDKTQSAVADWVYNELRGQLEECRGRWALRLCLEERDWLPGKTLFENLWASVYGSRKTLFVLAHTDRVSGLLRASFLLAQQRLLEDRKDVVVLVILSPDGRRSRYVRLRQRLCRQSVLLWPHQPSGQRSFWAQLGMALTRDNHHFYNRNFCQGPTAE
# Glyco luc inh: N-linked glycosylation inhibition | D54 ERlucT glycosylation luciferase reporter, 24 h; percent of 100 nM tunicamycin response | reporter increase, % at 12.5 µM | 360,000 compounds, 0.23% hits | AID 588692;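 active means mean luciferase reporter signal, scaled so untreated is 0 and the glycosylation-blocking control 100, at or above a set limit in every replicate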;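 further: luciferase carries N-glycosylation sites so blocking glycosylation raises the light; 0% = median of neutral control wells and 100% = median of 100 nM tunicamycin wells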
# ABHD5-PLIN5 inh: inhibitors of human ABHD5-perilipin-5 interaction. Split G. princeps luciferase complementation, luminescence, 4 h. inhibition, % at 4 µM. 360,000 compounds, 0.78% hits;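 active means inhibition above the mean inhibition across every tested compound plus 3 SD, cut at about 22% in these data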;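 further: 0% = DMSO only wells and the 100% control is not disclosed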
# MC4R antag cAMP: antagonists of human melanocortin 4 receptor (MC4R). AID 540295. inhibition, % at 6.5 µM. 360,000 compounds, 0.48% hits. MC4R-expressing cells, MTII-stimulated cAMP, LANCE TR-FRET. P32245;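 active means inhibition above its plate's cutoff, the mean of tested wells on that plate plus 3 SD, cut at about 29% in these data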;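 further: 0% = Melanotan II alone and 100% = Melanotan II plus saturating MCL0020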
#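 Material: U2OS-MC4R stable cell line | Reagent: Melanotan II challenge after compound preincubation | Doses: One concentration, 6.5 µM nominal | Incubation: 30-min compound preincubation, 1-h Melanotan II challenge, 1-h detection, room temperature | Signal: TR-FRET cAMP assay | Replicates: One well per compound, no replicates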
# NCOA2 inhibitor: inhibits human steroid receptor coactivator 2. Q15596. HEK293 GAL4-SRC2 luciferase reporter, luminescence. inhibition, % at 9 µM. 370,000 compounds, 0.17% hits. AID 651957;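 active means inhibition above the mean inhibition of all tested compounds plus 3 SD, set per campaign, cut at about 52% in these data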;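 further: 0% = DMSO treated cells and 100% = cells given Gossypol at 36 µM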
# * = called active by the depositor; . = not tested or not shown.
SMILES,H9c2 protect,MC4R ag barr,ABCB6 inh 2,HTR2A ag,NOD2 RIPK2 PPI,TLR9-MyD88 block,Glyco luc inh,ABHD5-PLIN5 inh,MC4R antag cAMP,NCOA2 inhibitor
CCOC(=O)C1CCCN(C(=O)c2cc(S(=O)(=O)N3CCCCCC3)ccc2OC)C1 (configuration not stated),-1.1,-1.2,96.0,7.0,5.3,0.5,-3.7,1.3,-2.4,23.0
COc1ccc(S(=O)(=O)N2CCN(CC(=O)NCC3(N4CCOCC4)CCCCC3)CC2)cc1,3.0,-1.5,96.0,2.3,0.1,-2.9,-0.8,6.2,-4.3,-3.0
CC1(Cc2ccc3c(c2)OCO3)C(=O)Nc2ccc(-c3cccc(C(F)(F)F)c3)cc21 (configuration not stated),-13.2,-1.0,106.0,4.7,3.8,.,-3.4,-0.6,-1.9,-15.5
Nc1c(Br)cc(Br)c2c1[nH]c(=O)c1ccccc12,1.7,7.1,105.0,-0.3,3.9,1.4,0.8,-5.3,-0.2,-36.8
O=C(O)c1ccc(OC2CSC2)cc1,-2.0,-2.1,93.0,-2.7,3.4,-13.4,6.4,2.6,3.3,10.8
OC(CNCCN1CCNCC1)Cc1ccccc1 (configuration not stated),-2.4,0.2,148.0,7.3,-5.1,-5.6,0.2,-0.5,-0.9,-22.0
COc1cccc(CC(NC(C)=O)C(=O)NC2CCN(C(=O)c3ccc(Cl)cc3)CC2)c1OC (configuration not stated),1.1,-1.7,101.0,7.9,-9.0,-1.9,0.0,-1.0,1.8,-16.7
Cc1nc(SC(C)C(=O)Nc2c(C)n(C)n(-c3ccccc3)c2=O)nc(C)c1C (configuration not stated),1.5,0.1,97.0,3.3,-1.5,7.8,0.7,-3.2,5.3,-7.6
Cc1cc(OC(=O)c2cccs2)ccc1C(C)C,-12.8,1.7,106.0,2.0,-0.2,-1.0,2.2,-6.7,1.6,-17.9
CC(=O)NNC(=O)CCn1nnc2ccccc21,12.5,-1.9,97.0,-0.6,1.2,4.2,0.6,1.1,3.9,-1.4
CCCCN(C(=O)c1cc2c(s1)CCCCC2)c1c(N)n(CCC)c(=O)[nH]c1=O,9.0,-1.3,98.0,3.6,4.4,-4.8,-1.5,2.6,2.6,6.8
O=c1cccc(-c2cccc3ccccc23)o1,.,.,.,2.4,1.1,.,.,3.2,.,-36.7
CC1CCN(C(=O)COC(=O)c2ccc(Cl)nc2)CC1,-4.5,-1.5,98.0,-0.5,-7.3,3.1,-1.4,-5.5,7.7,-38.6
Cn1c(=O)c(C(=O)NCc2ccccc2Cl)c(O)c2ccccc21,12.9,-1.2,87.0,0.7,-3.5,-5.1,1.2,7.9,1.5,-11.5
Nc1nonc1-c1nc2ccccc2n1CC(=O)N/N=C\c1ccc(-c2ccc(Cl)cc2)o1,2.8,0.7,97.0,3.5,-1.4,6.0,16.4,5.5,3.3,-3.0
COc1cc(/C=N/NC(=O)c2ccccc2)ccc1OS(=O)(=O)c1ccccc1,81.8*,-3.5,89.0,-6.2,-4.2,7.1,0.0,0.6,5.6,-20.5
Cc1ccc2nc(SCC(=O)c3cc(C)n(C)c3C)[nH]c2c1,3.1,-1.6,101.0,-3.0,-4.4,9.1,-0.7,0.8,-1.0,-18.2
CC(C)CCN1CCN(C2CCN(c3ccc4c(c3)OCO4)CC2)CC1CCO (configuration not stated),4.9,0.8,93.0,-6.7,-8.4,-1.8,-1.7,1.0,20.5,-8.7
CCOc1ccc(NCCC(O)c2ccc(F)cc2)cc1 (configuration not stated),0.5,0.6,101.0,-4.5,-6.8,12.7,-0.5,-4.3,3.0,12.3
CC(=O)c1sc(NC(=O)CS(=O)(=O)c2ccccc2)nc1C,6.3,-3.4,95.0,6.6,-0.1,-9.1,1.9,9.6,18.8,-28.0
CC(=O)c1ccc(NC(=O)c2ccc(CSc3ccccc3)o2)cc1,-6.8,2.2,99.0,-3.1,-10.8,-1.3,1.6,3.2,15.7,-61.4
Cc1c(C(=O)N2CCCCC2)c(S(=O)(=O)NCCc2ccc(Cl)cc2)c(C)n1C,4.0,-1.2,101.0,-4.7,0.8,13.1,-0.6,-2.4,3.4,14.5
CCOc1ccc(CC2NCCc3cc(OCC)c(OCC)cc32)cc1OCC (configuration not stated),-9.3,-1.5,104.0,2.4,0.7,-2.2,0.6,2.3,-3.3,-19.6
COc1cc(/C=N/NC(=O)Nc2cccc3nsnc23)cc(OC)c1OC,42.2,1.0,89.0,2.3,-7.1,-2.1,-5.1,7.5,-1.1,16.4
COc1cc(C(=O)Nc2ccc(S(=O)(=O)Nc3cc(C)nc(C)n3)cc2)cc(OC)c1OC,-1.2,-1.3,98.0,-2.2,-2.9,6.1,1.2,0.7,7.2,1.1
# Next records.
SMILES,H9c2 protect,MC4R ag barr,ABCB6 inh 2,HTR2A ag,NOD2 RIPK2 PPI,TLR9-MyD88 block,Glyco luc inh,ABHD5-PLIN5 inh,MC4R antag cAMP,NCOA2 inhibitor
CC(C)(C)n1cnc2cc(NCc3ccccc3O)ccc21,-8.1,1.5,95.0,10.7,4.7,4.0,-0.1,-4.7,-3.1,-53.5
Cc1c[nH]c2cccc(OCC(CNC(C)(C)C)OC(=O)c3ccccc3)c12 (configuration not stated),4.3,-1.3,98.0,-19.7,5.8,4.7,-5.5,-0.3,7.5,9.8
Cc1cc(S(=O)(=O)Nc2ccccc2C(=O)O)ccc1Cl,5.7,-1.7,97.0,-0.8,-5.8,11.1,6.3,-2.2,7.2,-25.3
CCOC(=O)c1c(NC(=O)/C=C/C(=O)O)sc(C)c1-c1ccc(F)cc1,5.2,-3.8,98.0,2.0,-14.1,5.2,4.7,9.9,11.0,33.0
Fc1ccc(-c2csc(-c3cccnc3)n2)cc1F,5.1,-1.1,97.0,-2.2,13.3,8.2,0.5,-1.1,1.4,-12.8
CN(C)S(=O)(=O)c1ccc(NC(=O)CN2CCCc3ccccc32)cc1,-7.5,-2.4,103.0,-6.0,9.3,1.2,1.4,-6.8,9.6,-0.9
O=C(Cn1cnc2ccccc21)OCC(=O)N1CCc2ccccc2C1,-5.0,1.9,85.0,3.8,-7.0,11.3,-1.5,-4.2,-3.0,0.9
CC(CCc1ccccc1)NC(=O)c1cccc([N+](=O)[O-])c1 (configuration not stated),-2.3,-0.7,97.0,2.0,-3.0,-1.5,1.5,-3.8,7.8,-9.4
Cc1nnc2n(-c3ccccc3)c(=O)c3c4c(sc3n12)CC(C)CC4 (configuration not stated),0.9,-1.4,98.0,-4.3,0.8,10.0,5.4,1.5,12.9,7.7
CCOC(=O)c1c(NC(=S)NC(=O)c2cnn(CC)c2)sc2c1CCC(C)C2 (configuration not stated),-9.1,0.3,88.0,0.6,-13.9,5.9,1.7,-4.2,5.1,-0.6
O=C(NCCC1=CCCCC1)c1ccc(-n2cncn2)c([N+](=O)[O-])c1,-3.6,-2.2,100.0,1.3,-11.6,-3.1,0.7,1.3,4.9,9.1
O=C(CSc1nc2c(oc3ccccc32)c(=O)n1CC1CCCO1)NCc1ccc(F)cc1 (configuration not stated),-0.1,1.4,90.0,-2.3,-7.2,1.2,4.2,-1.3,4.7,-5.1
O=C(NCc1ccccc1)c1ccc(CN2CCOCC2)cc1,-4.9,-1.1,97.0,-3.9,-14.0,-6.0,-1.1,0.3,4.3,3.2
CC(C)CC(NC(=O)c1ccco1)C(=O)Nc1ccc2c(c1)OCCO2 (configuration not stated),4.4,-0.4,96.0,-0.8,-11.6,2.9,-6.4,1.9,1.0,33.5
O=C(Nc1nnc(SCC(=O)N2CCCC2)s1)C1CC(=O)N(c2ccc(F)cc2)C1 (configuration not stated),3.3,1.8,101.0,0.2,5.4,3.4,-0.8,3.9,8.4,-9.1
O=C(CSc1nc(C2CC2)nc2ccccc12)Nc1ccccc1N1CCOCC1,15.4,-1.2,101.0,-2.3,4.4,-9.6,-3.8,0.2,4.2,10.6
CCCCC(=O)Nc1nc(C)c(-c2csc(Nc3ccc(Cl)cc3)n2)s1,-9.7,2.0,101.0,-1.1,4.1,6.3,2.5,-13.5,25.3,.
Cc1cccc(C)c1NC(=S)NC(=O)c1ccc(Br)o1,-3.0,-1.5,101.0,-5.4,-12.7,-1.6,-2.9,-1.9,0.2,14.2
O=C(Cc1ccccc1)N(c1ccccc1)c1ccccc1,-2.5,1.4,98.0,-0.3,-2.0,-2.4,0.3,8.3,3.4,-11.6
CSCCC(NC(=O)c1cccc(S(=O)(=O)N2CCN(C(C)=O)CC2)c1)c1nc2ccccc2[nH]1 (configuration not stated),5.9,-1.2,101.0,9.0,-5.1,-7.0,1.2,8.2,3.2,7.2
O=C(C(c1ccccc1)c1ccccc1)N1CCN(Cc2ccco2)CC1,5.3,4.8,104.0,0.3,-0.8,-14.7,-2.0,6.0,-0.1,-37.9
COc1ccc(NC(=O)CCCn2c(=O)c3sccc3n(Cc3ccc(C)cc3C)c2=O)cc1,-0.7,-1.4,96.0,-0.8,-0.8,1.8,0.5,-3.5,9.4,4.2
CCCCCOc1ccc(OC(=O)c2ccncc2)cc1,-3.2,-1.2,97.0,-6.6,-1.6,3.4,-1.3,-3.5,-3.5,-38.3
Cc1cc(F)ccc1-c1cc(C(=O)NCc2ccccc2)[nH]n1,-7.2,-1.3,98.0,6.5,2.5,.,2.1,4.3,1.3,-10.9
COc1cccc(-n2c(CCn3nc(C)c([N+](=O)[O-])c3C)n[nH]c2=S)c1,-1.6,-1.4,95.0,6.3,-10.8,3.1,5.7,-1.2,1.6,-2.2
Cc1cccc2sc(N3CCN(C(=O)c4cccs4)CC3)nc12,-10.3,-4.2,91.0,6.7,5.0,2.9,-2.5,-2.7,-2.0,-5.2
COc1ccc(OC)c(NC(=O)CN2C(=O)NC3(CCOc4ccccc43)C2=O)c1 (configuration not stated),12.2,0.5,93.0,3.9,4.1,1.2,2.6,-1.6,-2.6,-12.1
O=C(NNS(=O)(=O)c1ccc2ccccc2c1)c1cc(-c2ccccn2)nc2ccccc12,0.8,0.1,85.0,-0.2,-7.3,1.1,-0.3,3.0,9.7,-10.5
CCCn1c(SCC(=O)c2c(C)[nH]c(C)c2C(=O)OCC)nc2ccccc21,9.0,-1.9,94.0,-2.6,7.6,2.4,-0.7,-5.6,5.6,-7.8
Nn1c(SCC(=O)Nc2cc(C(F)(F)F)ccc2Cl)nncc1=O,4.6,2.6,98.0,1.7,-4.4,11.2,5.9,1.6,-7.9,35.5

# In the list so far, 3 have a COOH group.
SMILES,H9c2 protect,MC4R ag barr,ABCB6 inh 2,HTR2A ag,NOD2 RIPK2 PPI,TLR9-MyD88 block,Glyco luc inh,ABHD5-PLIN5 inh,MC4R antag cAMP,NCOA2 inhibitor
O=C(O)c1ccc(OC2CSC2)cc1,-2.0,-2.1,93.0,-2.7,3.4,-13.4,6.4,2.6,3.3,10.8
Cc1cc(S(=O)(=O)Nc2ccccc2C(=O)O)ccc1Cl,5.7,-1.7,97.0,-0.8,-5.8,11.1,6.3,-2.2,7.2,-25.3
CCOC(=O)c1c(NC(=O)/C=C/C(=O)O)sc(C)c1-c1ccc(F)cc1,5.2,-3.8,98.0,2.0,-14.1,5.2,4.7,9.9,11.0,33.0

# Bioassay records from PubChem BioAssay.

# The list is partial, so the mix of outcomes need not match the whole.
